Compound activity: PubChem, several laboratories
RGS4 inh: inhibitors of human RGS4 | AID 463165 | P49798 | B-score at 10 µM | HEK293 M3R/RGS4 inducible, Fluo-4 calcium flux; stronger effect = higher value; triggered by carbachol at its EC20 | actives 0.45% (n = 310,000);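 active means B-score, a plate-corrected calcium signal, over three deviations above library mean, with baseline fluorescence within five deviations of library mean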;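 further: RGS4 expression induced by doxycycline in cells with stable M3 receptor; B-score is computed from the integrated fluorescence ratio over baseline after carbachol; higher B-score means a larger calcium signal and so more RGS4 inhibition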
Target sequence (P49798 whole entry, looked up): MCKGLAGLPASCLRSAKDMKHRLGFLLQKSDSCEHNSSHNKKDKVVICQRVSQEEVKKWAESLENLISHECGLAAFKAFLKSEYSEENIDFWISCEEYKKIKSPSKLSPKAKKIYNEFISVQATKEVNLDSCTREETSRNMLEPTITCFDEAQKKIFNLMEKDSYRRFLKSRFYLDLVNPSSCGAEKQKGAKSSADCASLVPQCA
TRPC6 activator: activators of mouse TRPC6 channel; Q61143; B-score at 10 µM; actives 0.13% (n = 310,000); AID 2550; HEK293-TRPC6 membrane potential dye fluorescence; stronger effect = higher value;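 active means B-score of the integrated fluorescence ratio above library mean plus 3 SD, and starting fluorescence ratio within library mean plus 5 SD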;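 further: higher score means more depolarization so channel activation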
MrgX1 ag: human MrgX1 receptor agonism, primary screen | MrgX1-HEK293 cells, Fluo-4 calcium fluorescence, agonist mode; stronger effect = higher value | B-score at 10 µM | actives 0.44% (n = 310,000) | AID 588627;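 active means calcium response B-score plate-corrected fluorescence ratio at least 3 library SD, with starting fluorescence B-score inside 5 SD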
Target sequence (Q96LB2 whole entry, looked up): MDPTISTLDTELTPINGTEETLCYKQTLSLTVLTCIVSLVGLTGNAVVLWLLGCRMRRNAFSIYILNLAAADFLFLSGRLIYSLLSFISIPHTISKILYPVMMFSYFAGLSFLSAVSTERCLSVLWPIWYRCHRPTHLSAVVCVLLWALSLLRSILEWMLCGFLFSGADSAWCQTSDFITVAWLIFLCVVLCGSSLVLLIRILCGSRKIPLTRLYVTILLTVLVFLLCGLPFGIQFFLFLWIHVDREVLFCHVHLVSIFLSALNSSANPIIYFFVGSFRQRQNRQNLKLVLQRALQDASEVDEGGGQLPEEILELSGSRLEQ
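Material: HEK293 cells stably expressing human MrgX1 receptor | Quantity: 15,000 cells per well | Times: Cells plated overnight, dye loaded 0.5 h 37 °C, 0.5 h room temperature | Measured by: Kinetic Fluo-4 NW fluorescence of intracellular calcium | Control set: Positive and negative controls per plate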
HDAC3 inh: human HDAC3 inhibition. O15379. recombinant HDAC3, fluorogenic peptide/trypsin coupled, fluorescence. inhibition, % at 8.3 µM. actives 0.15% (n = 320,000); in the data active means inhibition above about 26%, passing the limit was not always enough
Target sequence (O15379 whole entry, looked up): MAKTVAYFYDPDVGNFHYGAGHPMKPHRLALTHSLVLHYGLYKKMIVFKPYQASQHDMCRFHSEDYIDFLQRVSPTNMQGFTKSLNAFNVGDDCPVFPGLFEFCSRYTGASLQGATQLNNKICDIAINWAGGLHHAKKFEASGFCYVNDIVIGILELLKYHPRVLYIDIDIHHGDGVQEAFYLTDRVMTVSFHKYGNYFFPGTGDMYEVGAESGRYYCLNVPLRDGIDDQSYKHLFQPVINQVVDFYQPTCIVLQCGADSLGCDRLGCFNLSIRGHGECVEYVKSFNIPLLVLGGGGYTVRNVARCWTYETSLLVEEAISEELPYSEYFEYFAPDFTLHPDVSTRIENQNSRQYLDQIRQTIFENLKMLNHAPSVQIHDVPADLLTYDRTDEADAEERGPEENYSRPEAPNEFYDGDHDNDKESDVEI
TRPC6 inhibitor: mouse TRPC6 channel inhibition | HEK293-TRPC6, membrane potential dye, ACh-evoked depolarization; stronger effect = lower value | B-score at 10 µM | actives 1.1% (n = 310,000) | AID 2553;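 active means B-score under library mean minus 3 SD, initial fluorescence not abnormally high, positive integrated signal ratio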;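 further: B-score derived from integrated fluorescence ratio over the kinetic read; more negative B-score means stronger inhibition of depolarization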
RGS4 pot: RGS4 potentiation or activation; B-score at 10 µM; actives 0.92% (n = 310,000); AID 463111; HEK293 M3R/inducible RGS4, carbachol calcium flux Fluo4; stronger effect = lower value;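 active means B-score of the integrated calcium signal more than 4 SD below the library mean, with starting fluorescence not abnormally high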;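 further: negative B-score means reduced calcium response which marks RGS4 activation or potentiation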
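Also added: carbachol at ECmax as muscarinic agonist stimulus; Assay system: HEK293 cells with stable M3R and inducible RGS4; Timing: overnight RGS4 induction, 30 min dye load 37 °C, 20 min compound RT; Measured by: Fluo4-AM (2 µM) calcium-flux fluorescence, kinetic read.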
SKKanGAS inh: SKKanGAS growth inhibition; inhibition, % at 7.5 µM; actives 1.3% (n = 300,000); AID 1662; S. pyogenes SKKanGAS, kanamycin growth, BacTiter-Glo, 6 h;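 active means mean replicate score, as percent of positive control median, at least 50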;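 further: strain carries kanamycin resistance gene driven by streptokinase promoter and grows in 40 µg/ml kanamycin; loss of luminescence reflects streptokinase promoter inhibition or plain growth inhibition; 0% = median of DMSO wells and 100% = positive control at its reference dose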
TMEM16A act: mouse TMEM16A channel activation, primary screen | HEK293 TMEM16A/YFP-H148Q/I152L, iodide quench fluorescence; stronger effect = lower value | B-score at 10 µM | actives 0.3% (n = 340,000) | Q8BHY3;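 active means fluorescence-ratio B-score plate-corrected deviation score at least 3 library SD below zero, with starting fluorescence score within 5 deviations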;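 further: channel opened by trigger with iodide after compound preincubation; score built on the fluorescence ratio of max minus min over baseline; more negative score means more quench and so TMEM16A activation or potentiation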
MrgX1 antag: antagonists of human MrgX1 receptor; Q96LB2; MRGX1-HEK293 calcium flux, Fluo-4, BAM8-22 antagonism; stronger effect = lower value; B-score at 10 µM; actives 1.3% (n = 310,000); AID 588676;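 active means calcium-response B-score plate-corrected more than 3 library SD below zero, starting fluorescence within 5 deviations, no agonist response on first addition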;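 further: peak minus trough fluorescence over baseline after final BAM8-22 challenge near maximal dose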
ANO1 block: blocks the mouse calcium-activated chloride channel TMEM16A; normalized B-score (activity score, 25-100; higher = stronger inhibition) at 10 µM; HEK293 TMEM16A/YFP iodide influx fluorescence, ionomycin; actives 1.2% (n = 310,000);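 active means ratio plate-corrected score three or more library SD toward inhibition, starting fluorescence score within five deviations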;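 further: score derived from kinetic fluorescence span divided by baseline fluorescence per well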
MrgX1 allo act: allosterically activates human MrgX1 receptor signaling | actives 0.63% (n = 310,000) | Q96LB2 | AID 588675 | MrgX1-HEK293, Fluo-4 calcium flux, FDSS; stronger effect = higher value | B-score at 10 µM;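 active means plate-corrected calcium response at least 3 library SD above typical, normal starting fluorescence, not activating the receptor alone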;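 further: compound read alongside a low EC10 to EC30 dose of BAM8-22 agonist; peak minus trough fluorescence over baseline measured at the second addition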
* hit, by the source's call; i = inactive; . = no result given.

SMILES | RGS4 inh | TRPC6 activator | MrgX1 ag | HDAC3 inh | TRPC6 inhibitor | RGS4 pot | SKKanGAS inh | TMEM16A act | MrgX1 antag | ANO1 block | MrgX1 allo act
COc1cccc(CN2C(=O)C(C)N(C(=O)c3c(F)cccc3F)c3ccccc32)c1 (centres undefined) | i | i | i | 3 | i | i | 7 | i | i | i | i
NS(=O)(=O)c1ccc(NC(=O)c2cccc(N3C(=O)c4ccccc4C3=O)c2)cc1 | i | i | i | 2 | i | i | -1 | i | i | i | i
CCOC(=O)c1ccc(NC(=O)/C=C/c2cccs2)cc1 | i | i | i | -6 | i | i | -4 | i | i | i | i
COc1ccc(/C=N\NC(=O)COc2ccc(Cl)cc2Cl)c(C(=O)O)c1OC | i | i | i | 3 | i | i | -15 | i | i | i | i
O=C(Nc1ccc2c(c1)CCC2)c1ccc(Br)o1 | i | i | i | -2 | i | i | 9 | i | i | i | i
Fc1ccc(-n2nnc(-c3ccccc3Cl)n2)cc1 | i | i | i | 6 | i | i | -13 | i | i | i | i
CCC(C)C(=O)Nc1cc(C(=O)OC)cc(C(=O)OC)c1 (centres undefined) | i | i | i | 0 | i | i | -2 | i | i | i | i
Cn1c(=O)n(CCOc2ccccc2Cl)c2ccccc21 | i | i | i | -1 | i | -7.8* | 3 | i | i | i | i
COc1cccc(CCNC(=O)COc2cccc3c2OC(C)(C)C3)c1 | i | i | i | -4 | i | i | -16 | i | -5.4* | i | i
COc1ccc(CCNc2nc(-c3sc(C)nc3C)cs2)cc1OC | i | i | i | 3 | i | i | -1 | i | i | 100* | i
CC(=O)N(C)N1c2ccccc2CCc2ccccc21 | i | i | i | -3 | i | i | 3 | i | i | i | i
O=C(NCCN1CCN(Cc2ccccc2)CC1)C1c2ccccc2C(=O)N2CCc3ccccc3C12 (centres undefined) | i | i | i | 1 | i | i | -3 | i | i | i | i
O=C(c1ccc(S(=O)(=O)N2CCCC2)cc1)N(c1ccccc1)C1C=CS(=O)(=O)C1 (centres undefined) | i | i | i | 1 | i | i | 1 | i | i | i | i
O=C(CC1C(=O)NCCN1Cc1ccc(-c2ccccc2)cc1)NCc1ccccc1 (centres undefined) | i | i | i | -2 | i | i | -17 | i | i | i | i
CCCCOc1ccc(N2C(=O)CC(N(O)c3ccccc3)C2=O)cc1 (centres undefined) | i | i | i | 4 | i | i | 10 | i | i | i | i
O=C(NCCCN1CCOCC1)C1COc2ccccc2O1 (centres undefined) | i | i | i | 0 | i | i | 3 | i | i | i | i
O=C(NCc1cccnc1)c1cc(C(=O)C2CC2)c[nH]1 | i | i | i | 1 | i | i | -2 | i | i | i | i
CCN(C(=O)CSc1nc2ccccc2c(=O)n1-c1cccc(C)c1)C1CCS(=O)(=O)C1 (centres undefined) | i | i | i | -2 | i | i | 8 | i | i | i | i
CCOc1cccc(=O)c2c(C)n(Cc3ccccc3)c(C)c12 | i | i | i | 4 | i | i | -13 | i | i | i | i
CC(C)OC(=O)C(C)(C)Oc1ccc(C(=O)c2ccc(Cl)cc2)cc1 | i | i | i | 15 | i | i | 10 | i | i | i | i
COCc1nc2ccccc2n1Cc1c(F)cccc1Cl | i | i | i | 1 | i | i | 3 | i | i | i | i
O=C(NCc1nc2ccccc2[nH]1)C1=C[C@@H](c2ccc3c(c2)OCO3)C[C@@H](OCc2ccc(CO)cc2)O1 | i | i | . | . | i | i | 14 | . | . | . | .
CC(=O)c1cc2c(cc1NC(=O)Cn1nc(C)c(C)c(C#N)c1=O)OCO2 | i | i | i | -2 | i | i | 5 | i | i | i | i
Cc1c(C(=O)N2CCCC2)c(S(=O)(=O)N2CCCCC2)c(C)n1C | i | i | i | 6 | i | i | -12 | i | i | i | i
Cn1c(SCC(=O)N2CCOCC2)nnc1-c1ccc(NC(=O)c2ccccc2F)cc1 | i | i | i | 3 | i | i | -1 | i | i | i | i
CCOc1cc(/C=C2\SC(=Nc3ccccc3)N(c3ccccc3)C2=O)ccc1OCC(=O)O | i | i | i | 7 | i | i | 18 | i | i | i | i
N#Cc1nc(-c2ccc(Cl)cc2)oc1NCc1ccco1 | i | i | i | -6 | i | i | -5 | i | i | i | i
Nc1ccccc1SC/C=C/CSc1ccccc1N | i | i | i | 0 | i | i | -2 | i | i | i | i
CN(C)CCCNc1ncc(C(F)(F)F)cc1Cl | i | i | i | -2 | i | i | 1 | i | i | i | i
COc1ccc(N(CC(=O)Nc2ccccc2C)S(=O)(=O)c2c(C)[nH]c(=O)[nH]c2=O)cc1 | i | i | i | -2 | i | i | -1 | i | i | i | i
O=C(O)CC(c1ccccc1)n1cccc1 (centres undefined) | i | i | i | -6 | i | i | 2 | i | i | i | i
Cc1cc2nnc(SCC(=O)NC3CCCCC3)n2c(N)n1 | i | i | i | -1 | i | i | -5 | i | i | i | i
COc1ccc(S(=O)(=O)Cc2ccc(C(=O)N3CCc4ccccc4C3)o2)cc1 | i | i | i | 2 | i | i | -6 | i | i | i | i
O=C(CSc1ccccn1)Nc1ccccc1F | i | i | i | -5 | i | i | 0 | i | i | i | i
C/C(=N\NC(=O)c1cccc(Br)c1)c1cccnc1 | i | i | i | 0 | i | i | 9 | i | i | i | i
CCC(C)(C)n1nnnc1C(c1cc2ccc(OC)cc2[nH]c1=O)N1CCN(C2CCCCC2)CC1 (centres undefined) | . | . | i | 2 | . | . | . | i | i | i | i
COc1ccccc1CNC(=O)COC(=O)Cc1c(Cl)cccc1Cl | i | i | i | 1 | i | i | 6 | i | i | i | i
Cc1ccc2c(c1)N(CC(=O)NCCCc1ccccc1)C(=O)c1cccnc1O2 | i | i | i | 0 | i | i | -3 | i | i | i | i
Cc1cc(C)n(-c2ccc(Cl)c(C(=O)OCC(N)=O)n2)n1 | i | i | i | 0 | i | i | -7 | i | i | i | i
CCCn1nnnc1SCC(=O)NCc1ccc2c(c1)OCO2 | i | i | i | 0 | i | i | -3 | i | i | i | i
COc1cccc2cc(CC(=O)c3cc(C)ccc3C)c(=O)oc12 | i | i | i | 6 | i | i | 5 | i | i | i | i
CN(C)C(=O)CCSc1nnc(-c2ccncc2)o1 | i | i | i | 3 | i | i | 2 | i | i | i | i
COc1ccc(C2NS(=O)(=O)N=C2N)cc1 (centres undefined) | i | i | i | 1 | i | i | -8 | i | i | i | i
COC(=O)CN1C(=O)[C@H]2[C@@H](c3ccc(C)o3)N3C(=O)CN(CC4CC4)C(=O)[C@@]3(C)[C@H]2C1=O | i | i | i | -6 | i | i | 2 | i | i | i | i
COc1ccc(C2SCCN2C(=S)Nc2ccc(F)cc2)cc1 (centres undefined) | i | i | i | 11 | i | i | 0 | i | i | i | i
Cc1ccc(NC(=O)CSCC#N)cc1 | i | i | i | 1 | i | i | -1 | i | i | i | i
Nc1ccc2oc(=O)c3ccccc3c2c1 | i | i | i | 4 | i | i | 10 | i | i | i | i
COc1cc(CNCCN2CCOCC2)ccc1OCc1ccc(Cl)cc1Cl | i | i | i | -3 | i | i | 35 | i | i | i | i
CCC1=NN2C(=N)/C(=C\c3ccc(SCc4ccco4)o3)C(=O)N=C2S1 | i | i | i | 6 | i | i | 3 | i | i | i | 22*
C=CCOC(=O)C1=C[C@@H](c2csc3ccccc23)C[C@@H](OCc2ccc(CO)cc2)O1 | i | i | i | 14 | i | i | 14 | i | i | i | i
CC1CCN(S(=O)(=O)c2cc3c4c(c2)CCN4C(=O)CC3)CC1 | i | i | i | 3 | i | i | -12 | i | i | i | i
C=CCN(C(=O)c1ccccc1)C1CCS(=O)(=O)C1 (centres undefined) | i | i | i | -1 | i | i | 0 | i | i | i | i
Cc1ccc(NC(=O)/C=C\C(=O)O)c([N+](=O)[O-])c1 | i | i | i | . | i | i | -1 | i | i | i | i
CCOC(=O)C(C)Sc1ncnc2c1nnn2-c1ccc(F)cc1 (centres undefined) | i | i | i | 2 | i | i | -5 | i | i | i | i
CC(=O)Nc1ccc(NC(=O)C2CCN(C(=O)NC3CCCCC3)CC2)cc1 | i | i | i | 3 | i | i | 1 | i | i | i | i
CCOC(=O)C1CCN(c2c(NCCC(C)C)c(=O)c2=O)CC1 | i | i | i | -11 | i | i | 7 | i | i | i | i
Cc1cccc(C)c1NC(=O)CC(NCCc1ccccc1)C(=O)O (centres undefined) | i | i | i | 11 | i | i | 2 | i | i | i | i
CCCCOC(=O)c1ccc(-c2ccc(/C=N/NC(=S)NCC)o2)cc1 | i | i | i | 1 | i | i | 1 | i | i | i | i
CCOc1ccc(NC(=O)CN(Cc2ccccc2)S(C)(=O)=O)cc1 | i | i | i | 5 | i | i | -5 | i | i | i | i
CC(C)N(C(=O)Cn1cc(SCC(=O)NCc2ccco2)c2ccccc21)C(C)C | i | i | i | 1 | i | i | 17 | i | i | i | i

The listing continues:
SMILES | RGS4 inh | TRPC6 activator | MrgX1 ag | HDAC3 inh | TRPC6 inhibitor | RGS4 pot | SKKanGAS inh | TMEM16A act | MrgX1 antag | ANO1 block | MrgX1 allo act
COc1ccc(OC)c(NC(=O)Cn2c(CCC(=O)O)ccc2-c2cccs2)c1 | i | i | i | 2 | i | i | 9 | i | i | i | i
Cc1nc(SCc2ccc(C#N)cc2)n[nH]1 | i | i | i | 3 | i | i | -2 | i | i | i | i
Cn1c(=NC(=O)CSCC(=O)N2CCOCC2)sc2ccccc21 | i | i | i | 11 | i | i | 2 | i | i | i | i
CCCCn1c(SCC(=O)Nc2cc(C)[nH]n2)nc2ccsc2c1=O | i | i | i | -2 | i | i | 2 | i | i | i | i
O=C(COc1ccc(/C=N/NC(=O)CSCc2ccc([N+](=O)[O-])cc2)cc1)NCc1ccco1 | i | i | i | -6 | i | i | -15 | i | i | i | i
CCc1cc(=O)[nH]c(SCC(=O)Nc2cc(C)on2)n1 | i | i | i | 2 | i | i | -5 | i | i | i | i
Oc1ccccc1/C=N/Nc1ccccc1 | i | i | i | 8 | i | i | -12 | i | i | i | i
COc1ccc2cc(C(=O)C3CCCN(C(=O)c4cnn(C(C)C)c4)C3)ccc2c1 (centres undefined) | i | i | i | -39 | i | i | 9 | i | i | i | i
CC(C)Cn1nc(NC(=O)c2ccco2)c2cc3ccccc3nc21 | i | i | i | 2 | i | i | 3 | i | i | i | i
